# Source: PubChem BioAssay
# ALOX12 inh – Primary qHTS assay for inhibitors of human arachidonate 12S-lipoxygenase (ALOX12): Round 2; Polyunsaturated fatty acid lipoxygenase ALOX12 (Homo sapiens), P18054; 580,000 tested, 1.1% active; purified 12hLO, xylenol orange hydroperoxide absorbance; Potency, µM (top dose mostly 108 µM), for the others: at the highest dose activity change, negative = inhibition, hits mostly inhibitors; AID 1671190, 2021; active = well fitted inhibition curve with a large enough effect; inconclusive = small, poorly fitted or top-dose-only effect, or another doubt; inactive = no such curve, though single readings can be large or run the other way
# Target sequence (P18054 whole entry, looked up): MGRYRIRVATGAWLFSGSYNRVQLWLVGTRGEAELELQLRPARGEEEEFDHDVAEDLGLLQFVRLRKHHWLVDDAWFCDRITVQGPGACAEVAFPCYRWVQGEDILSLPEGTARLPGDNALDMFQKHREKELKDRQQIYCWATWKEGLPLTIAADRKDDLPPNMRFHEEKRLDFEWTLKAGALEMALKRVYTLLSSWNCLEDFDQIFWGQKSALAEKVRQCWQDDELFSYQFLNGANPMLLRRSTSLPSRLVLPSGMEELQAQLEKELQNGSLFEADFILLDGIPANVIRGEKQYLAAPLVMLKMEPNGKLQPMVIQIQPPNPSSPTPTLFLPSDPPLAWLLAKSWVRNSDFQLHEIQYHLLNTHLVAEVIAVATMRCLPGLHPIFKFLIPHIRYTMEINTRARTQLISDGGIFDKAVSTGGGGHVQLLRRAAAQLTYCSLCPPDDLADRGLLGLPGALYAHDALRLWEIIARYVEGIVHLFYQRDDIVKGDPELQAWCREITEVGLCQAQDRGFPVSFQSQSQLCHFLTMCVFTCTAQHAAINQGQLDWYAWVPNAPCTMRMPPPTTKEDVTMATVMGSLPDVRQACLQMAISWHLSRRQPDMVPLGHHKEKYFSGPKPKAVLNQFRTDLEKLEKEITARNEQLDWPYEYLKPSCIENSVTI
#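 Purified human 12hLO at 150 nM in 25 mM Hepes, 0.01% Triton X-100, pH 7.0, preincubated 15 min at room temperature with compound. Reaction started with 40 uM arachidonic acid, 30 min at room temperature. Hydroperoxide measured by Fe-xylenol orange, 573/405 nm absorbance ratio.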
# Numbers without * were called inactive; ? = inconclusive; [ ] = dose if it differs, or a comment. % is set by controls: 0 for no effect and ±100 for the full control effect; potency is the fitted concentration of half-maximal effect. A portion of the library, so the mix of outcomes need not match the whole.
SMILES,ALOX12 inh
COc1cccc(CCC(=O)N2CC(c3noc(COc4ccc(C)cc4)n3)C2)c1,-0.5%
CCc1cc(Nc2ccccc2OC)n2ncnc2n1,46.7%
Cc1ccc(C(=O)NCC(F)(F)F)o1,34.4%[activator]
COc1cc(C2CC(=O)N(c3ccc(C)cc3)C3=C2C(=O)OC3)cc(OC)c1OC (stereo not drawn),-3.6%
O=C(C(c1ccccc1)c1ccccc1)N(C1CCCCC1)C1CCCCC1,0.5%
O=C(NCCn1ccn2nc(-c3ccc(F)cc3)cc2c1=O)c1cccc2[nH]ccc12,9.6%
CCOCCCNCc1cccc(OCc2ccccc2)c1,21.7%
COCCC(=O)N1CCC(C2CCN(C(C)=O)CC2)C1 (stereo not drawn),23.2%
Cc1cccc(N2CCN(C(=O)CCc3conc3-c3ccccc3)CC2)c1C,13.7%
CC(=O)N1CCC(N2CCC[C@H]2c2nc(-c3ccc(-n4ccnc4)nc3)no2)CC1,14.9%[176 µM]
O=C(CN1C(=O)C(c2ccccc2)=NC12CCCC2)NCc1ccccc1,8.8%
Cc1cc(NC(=O)C(C)(C)C)cc(-c2nc3cc(Cl)ccc3o2)c1O,-1.6%
COC(=O)c1ccccc1NC(=O)Cn1ccn2nc(-c3ccccc3)c(CO)c2c1=O,13.0%
CC(C)Cn1nc(C(=O)Nc2nc(-c3ccc4c(c3)OCCO4)cs2)c2ccccc2c1=O,9.7%
CCNC(=O)[C@@H]1C[C@@H](NC(=O)Cn2nc(C)cc2N)CN1C1CCOCC1,?
CC(=O)Nc1ccccc1-c1nc(CNC(=O)c2ccc(Cl)cc2)c(C)o1,10.5%
CN1C[C@@H](NC(=O)c2cccnc2)C[C@H]1c1nc(-c2cnccn2)no1,3.2%[176 µM]
CCNc1oc(/C=C/c2ccc(OC)c(OC)c2)nc1C#N,?
COc1ccccc1NC(=O)Cn1c(-c2ccc(Cl)cc2)nc(C)cc1=O,14.7%
CN(C)c1ccc2cc3c(c(S(=O)(=O)c4ccccc4)c2c1)CCC3,?
N#CCOc1ccc(NC(=O)c2n[nH]c(=O)c3ccccc23)cc1,12.8%
Cc1ccc(C(CNC(=O)c2cc(-c3ccccc3)on2)N2CCN(C)CC2)o1 (stereo not drawn),1.0%
COc1ccc(CNc2ncnc3ccc(-c4cccnc4)cc23)c(OC)c1,?
Cc1ccc(-c2ccc3nnc(CNC(=O)c4ccc(Cl)s4)n3n2)cc1,25.1%
COc1ccc(-c2ccnc3nc(C(C)C)nn23)c(F)c1,41.1%
COC(=O)c1ccc(COC(=O)c2cc(OC)ccc2Br)cc1,-8.7%
O=C1CCN(C(=O)[C@@H](Cc2ccccc2)NS(=O)(=O)c2cccc3cccnc23)CCOCCN1,-0.6%
COc1ccc(C(=O)OC(C)C(=O)Nc2c(C)n(C)n(-c3ccccc3)c2=O)cc1 (stereo not drawn),?
O=C(N[C@H]1CCN2C(=O)N(c3ccc(F)c(Cl)c3)C(=O)[C@@H]2C1)c1cccs1,11.4%[176 µM]
O=S(=O)(NC1=NCN(CCc2ccccc2)CN1)c1ccc(Br)cc1,8.3%
COc1ccc(C)cc1CN(C)C(=O)c1cc(=O)[nH]c2ccccc12,0.4%
Cc1ccc2cc(CN(CC(C)C)S(=O)(=O)c3ccc(Cl)cc3)c(=O)[nH]c2c1,32.5%
CNC(=O)CN1CCN(c2nc(-c3ccccc3)c3ccccc3n2)CC1,-2.6%
O=C(Cc1ccccn1)N1CCCC(c2nn(-c3cccc(Cl)c3)c(=O)[nH]2)C1 (stereo not drawn),?
Cc1cccc(-c2ccccc2CN)c1,36.2%[activator][176 µM]
CC(=O)N1CCC(Oc2ccc(Cl)cc2C(=O)N2CCN(CC3CC3)CC2)CC1,26.9%
CC(C)NC(=O)Cc1ccc(-n2c(=O)c3ccccc3n(Cc3ccccc3)c2=O)cc1,3.0%
COc1ccc(CNC(=O)c2ccc3nc(Cc4ccccc4F)oc3c2)cc1,7.7%
Cc1nn(CC(O)COc2ccc(Oc3ccccc3)cc2)c(=O)c2ccccc12 (stereo not drawn),17.6%
CCNC(=O)[C@@H]1CCCN1[C@@H](C(=O)NC)c1cccc(O)c1,6.1%[176 µM]
CN1CCN(C(=O)c2cccs2)CC12CCNC(=O)CC2 (stereo not drawn),43.9%[activator]
O=C(C1CC1)N1CCC2(CN[S+](=O)([O-])c3cnccc3O2)C1 (stereo not drawn),5.4%[6.33 µM]
COc1ccc(-c2c(NC(=O)c3cccs3)oc3c(C)cccc3c2=O)cc1OC,-6.7%
COc1ccc(CN2C(=O)CO[C@H]3CN(C4CCC4)C[C@H]32)cc1,?
COc1cccc(OC)c1C(=O)Oc1cc(C)c2c(c1)O/C(=C\c1cccnc1)C2=O,-5.6%
O=C(NC1CCc2nn(CC3CC3)c(=O)n2CC1)c1cc(C2CC2)[nH]n1 (stereo not drawn),27.3%
O=C(COC(=O)C1C2CCC(C2)C1C(=O)OCC(=O)c1ccc(OC(=O)c2ccco2)cc1)c1ccc(OC(=O)c2ccco2)cc1 (stereo not drawn),12.9%
CCC(C)[C@H](NC(=O)[C@@H]1Cc2ccccc2CN1)C(=O)Nc1cccc(C)c1 (stereo partly drawn),-19.3%

# Six neighbouring entries from above, quoted:
SMILES,ALOX12 inh
CC(C)NC(=O)Cc1ccc(-n2c(=O)c3ccccc3n(Cc3ccccc3)c2=O)cc1,3.0%
COc1ccc(CNC(=O)c2ccc3nc(Cc4ccccc4F)oc3c2)cc1,7.7%
Cc1nn(CC(O)COc2ccc(Oc3ccccc3)cc2)c(=O)c2ccccc12 (stereo not drawn),17.6%
CCNC(=O)[C@@H]1CCCN1[C@@H](C(=O)NC)c1cccc(O)c1,6.1%[176 µM]
CN1CCN(C(=O)c2cccs2)CC12CCNC(=O)CC2 (stereo not drawn),43.9%[activator]
O=C(C1CC1)N1CCC2(CN[S+](=O)([O-])c3cnccc3O2)C1 (stereo not drawn),5.4%[6.33 µM]

# Other compounds follow.
SMILES,ALOX12 inh
Cn1nc2c(c1NC(=O)Cn1nc3c(cc1=O)CCCC3)CSC2,?
CCCOc1ccc(-c2cc(C(=O)O)c3cccc(C)c3n2)cc1,-28.6%
COc1ccc(NC(=O)C2CN(S(=O)(=O)c3cccnc3)CC23CCCCC3)cc1F (stereo not drawn),0.6%
Oc1c(C=Nc2ccc(Cl)c(C(F)(F)F)c2)ccc2ccccc12,-21.7%
O=C1CC2(CCN(Cc3cccc4ccccc34)CC2)Oc2ccccc21,20.3%
Cc1ccc(C(=O)N2CCn3c(nnc3C3CC3)C2)cc1,-3.6%[176 µM]
Cc1cccc(C(=O)NCCCc2ccccc2)n1,4.4%
O=C(COc1ccccc1)Nc1ccc(Cl)c(-c2nc3ccccc3o2)c1,-3.8%
CN(Cc1ccccc1)C(=O)CCCc1c[nH]c2ccccc12,2.5%
O=C(COc1ccccc1)N(Cc1ccc(-c2ccc(Cl)cc2)o1)C1CCS(=O)(=O)C1 (stereo not drawn),?
COc1ccc(S[C@]2(C(=O)N3CCCC3)CC(=O)N(c3ccc4ccccc4c3)[C@@H]2c2ccc(OC)cc2)cc1,?
CCOc1ccccc1C(=O)N[C@@H]1CN(c2ccncn2)C[C@H]1CO,12.4%
CC(=C/c1ccco1)/C=N/Nc1ccc([N+](=O)[O-])cc1[N+](=O)[O-],-60.7%
Cc1cc(C(=O)Nc2c(C(C)C)cccc2C(C)C)cs1,-2.6%
COc1ccc(C2CC(c3ccccc3)=NN2C(=O)c2ccc(C)cc2)cc1 (stereo not drawn),15.5%
COc1ccc(NC(=O)Cn2c(C)cc3nc4n(c(=O)c32)CCCCC4)c(OC)c1,-1.2%
Cc1nc2cc(NC(=O)CC(C)(C(=O)O)C(C)C)ccc2o1 (stereo not drawn),4.5%
COc1ccccc1C(=O)N1CCCn2nc(C)c(-c3ccccc3Oc3ccccc3)c21,7.6%[176 µM]
Cc1cc(C)cc(NC2=N[C@H]3[C@@H](O)[C@H](O)C[C@H](C(=O)NCc4cccs4)[C@H]3S2)c1,4.1%[176 µM]
O=C(COCc1cc(-c2ccc(F)cc2)on1)Nc1ccc2c(c1)OCCO2,20.1%
CCCCc1ncc(-c2nccn2Cc2noc(CC(C)C)n2)[nH]1,109.7%[activator]
Cc1ccc(S(=O)(=O)NC[C@H]2OC[C@@H](NCc3cccc(C#N)c3)[C@@H]2O)cc1,-7.6%[176 µM]
Fc1cccc(-n2nc(C3CCOCC3)nc2CNC2CC2)c1,52.8%[activator]
Cc1nc(CCNc2nccc(-c3cccnc3)n2)nc2c1CCCC2,37.5%[activator]

# 6 compounds picked at random from those above:
SMILES,ALOX12 inh
Cc1cc(C(=O)Nc2c(C(C)C)cccc2C(C)C)cs1,-2.6%
Cc1cc(C)cc(NC2=N[C@H]3[C@@H](O)[C@H](O)C[C@H](C(=O)NCc4cccs4)[C@H]3S2)c1,4.1%[176 µM]
COc1ccc(C2CC(c3ccccc3)=NN2C(=O)c2ccc(C)cc2)cc1 (stereo not drawn),15.5%
Cc1nc(CCNc2nccc(-c3cccnc3)n2)nc2c1CCCC2,37.5%[activator]
Cc1nc2cc(NC(=O)CC(C)(C(=O)O)C(C)C)ccc2o1 (stereo not drawn),4.5%
CC(=C/c1ccco1)/C=N/Nc1ccc([N+](=O)[O-])cc1[N+](=O)[O-],-60.7%

# The list continues:
SMILES,ALOX12 inh
Cc1ccc2oc(C(=O)Nc3nnc(C)s3)cc(=O)c2c1,-4.9%
NC(=O)NCC(=O)N1CCc2onc(-c3cccc4ccccc34)c2C1,?
O=C(CC1CCCC1)N1CCCCCC1CN1CCOCC1 (stereo not drawn),15.3%
Cc1ccc(C(NC(=O)C2CCCCC2)c2cccnc2)cc1 (stereo not drawn),?
COC(=O)C(C)Sc1nnc(CSc2ncccn2)n1-c1ccc(Cl)cc1 (stereo not drawn),-0.3%
NC(=O)C(=O)N1CCN2C(=O)c3cc(-c4ccc(Cl)cc4)ccc3NC(=O)[C@@H]2C1,6.9%[176 µM]
CCc1ccc(NC(=O)c2cc3n(n2)CC(c2ccc4c(c2)OCO4)OC3)cc1 (stereo not drawn),52.4%[activator]
CCN1c2cc(C(=O)Nc3ccc4c(c3)OCCO4)ccc2C(=O)N2CCCCCC21 (stereo not drawn),4.8%
Clc1ccc(COc2ccc(-n3cnnn3)cc2)cc1Cl,8.1%
Cc1cccc(C)c1NC(=O)C1(C)CSCC(=O)N1CCC(C)C (stereo not drawn),4.7%
CCCC(=O)Nc1ccc(C(=O)Nc2cc(C)cc(C)c2)cc1,8.5%
Cc1ccc(C(=O)Nc2ccccc2NS(=O)(=O)c2cccs2)cc1[N+](=O)[O-],6.2%
O=C(Cn1nc2c(cc1=O)CCCCC2)Nc1nnc(C2CCCO2)s1 (stereo not drawn),59.0%[activator]
Cn1nccc1C(=O)N1CCC(Oc2ccccc2-c2nc(-c3ccccc3)no2)C1 (stereo not drawn),0.8%
O=C(Cc1ccccc1F)N1CCC(Oc2ncccc2C(=O)N2CCCCC2)C1 (stereo not drawn),9.0%
CC(Oc1ccc2ccc(=O)oc2c1)C(=O)NCCc1ccc(F)cc1 (stereo not drawn),-9.8%
CCC(=O)N(c1ccc(OC)cc1OC)C1C=CS(=O)(=O)C1 (stereo not drawn),3.6%
Cc1cc(C(F)(F)F)nn1CC(=O)N1C[C@@H](Oc2cccnc2)C[C@H]1C(=O)NC1CC1,6.5%
O=C(NCCCOC1CCCCC1)C1CCCO1 (stereo not drawn),-1.8%
COCCOCC(=O)N1CCCCCCNC(=O)[C@@H]2C[C@@H](c3nc(Cc4ccccc4)no3)C[C@@H]21,50.0%[activator]
Cc1cn2c(-c3cn[nH]c3)cnc2c(Nc2ccc(C(=O)N3CCNCC3)cc2F)n1,-9.1%[57.4 µM]
O=C(NCc1ccccc1)C(c1cccc2ccccc12)n1c(=O)c(-c2ccccc2)nc2ccccc21 (stereo not drawn),-4.2%
CCOc1nc2ccccc2nc1N1CCC(C(N)=O)CC1,0.5%
CC1=C[C@@H](CNC(=O)Nc2ccccc2)[C@H](C(C)C)C[C@H]1Cc1nnc(-c2ccncc2)o1,27.9%
Nc1nc(Nc2cc(Cl)cc(Cl)c2)nc(-c2cc3ccccc3o2)n1,?
CCCC(=O)N1CCC2(CC1)CN(C(=O)Nc1cccc(F)c1)[C@H](CO)c1c2c2ccc(OC)cc2n1C,-29.0%
CCOC(=O)C(CCCCCC(NC(C)=O)(C(=O)OCC)C(=O)OCC)(NC(C)=O)C(=O)OCC,-51.1%
CC(=O)Nc1ccc(S(=O)(=O)N[C@H]2CO[C@H]3[C@@H]2OC[C@@H]3n2nnnc2Oc2ccccc2)cc1,22.1%
Fc1ccccc1-c1nc(-c2ccc(Br)cc2)no1,16.4%
CC1Oc2ccc(NC(=O)Cc3ccc(F)cc3)cc2CN(CCc2ccc(F)cc2)C1=O (stereo not drawn),32.9%
Cc1ccccc1C(=O)N1C(C(=O)NCc2ccccc2)COC12CCN(C(=O)c1ccco1)CC2 (stereo not drawn),0.2%
COCCCN1CC2(CCN(CC(=O)N3CCNCC3)CC2)CC1=O,2.4%
COc1ccccc1N1CCN(C(=O)C(OC)c2ccccc2)CC1=O (stereo not drawn),5.7%
CCn1nc(C(=O)OC(C)C(=O)c2ccc(C(C)(C)C)cc2)c2ccccc2c1=O (stereo not drawn),41.9%[activator]
COC[C@@H]1CN(C(=O)c2cccc(OC(F)(F)F)c2)C[C@H]1C(N)=O,35.8%
C[C@H](O)[C@@H]1C(=O)N2CCc3c([nH]c4c(-c5ccccc5)cccc34)[C@@H]2C[C@@H]1N(C)C(=O)Nc1cccc2ccccc12,-24.6%
COCCNC(=O)[C@@H]1C[C@@H](O)CN1C1CCN(C(=O)CCc2ccccc2)CC1,36.2%[activator]
CC(=O)Nc1ccc(C(C)=O)cc1OCc1ccccc1C,12.6%
CNc1c(NS(=O)(=O)c2ccc(C(C)C)cc2)c(=O)oc2ccccc12,-40.0%
CCN(CC)S(=O)(=O)c1ccc(CNC(=O)c2nn(C)c(=O)c3ccccc23)cc1,-12.8%
